Compound activity from PubChem BioAssay.
VIM-2 inhibitor: blocks Pseudomonas aeruginosa VIM-2 metallo-beta-lactamase; purified VIM-2, nitrocefin hydrolysis, epi-absorbance fluorescence; inhibition, % at 5.6 µM; 290,000 tested, 0.89% active;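 active = inhibition above the mean of all tested compounds plus 3 SD, cutoff set per screening run, cut at about 7.5% in these data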;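 note: red hydrolysis product quenches plate fluorescence so inhibitors raise well fluorescence; 0% = enzyme with DMSO and 100% = DMSO without enzyme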
FID counter: displaces DNA intercalator in HCV helicase counter-screen; DNA fluorescent intercalator displacement, fluorescence; inhibition, % at 7.9 µM; 290,000 tested, 0.17% active; in the data active = inhibition above about 37%;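 note: 0% = vehicle and 100% = reference compound; higher means more ethidium bromide displaced from hairpin DNA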
IDE act: activators of human insulin-degrading enzyme in cells. activation, % at 5.96 µM. P14735. 340,000 tested, 0.073% active. HEK cells, FAbeta-B cleavage, fluorescence polarization; 0% vehicle, 100% cell-free pure enzyme wells;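 active = activation above the mean of all tested compounds plus 3 SD, set per screening campaign, cut at about 17% in these data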
NS3 helicase inh: blocks Hepatitis C virus NS3 helicase unwinding | NS3 helicase DNA unwinding, Cy5 molecular beacon fluorescence | inhibition, % at 10.9 µM | AID 1800 | 290,000 tested, 0.56% active;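 active = inhibition above the mean of all tested compounds plus 3 SD, set per campaign, cut at about 35% in these data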;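 note: 0% = DMSO wells and 100% = thioflavine S control wells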
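Assay system – hepatitis C virus NS3 helicase domain fragment enzyme · Buffer or medium – MOPS pH 6.5, MgCl2, DTT, Tween20, BSA · Reagent – Cy5/quencher beacon DNA duplex and ATP to start · Compound – single 10.9 µM dose · Timing – 1 h at 25 °C · Technique – Cy5 beacon fluorescence read at start and 1 h · Measure – % inhibition of unwinding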
UBC9 SUMO inh: inhibitors of human SUMOylation (UBC9). P63279. HTRF SUMOylation assay, SAE1/SAE2 + UBC9, in vitro. inhibition, % at 35 µM. 290,000 tested, 0.36% active; in the data active = inhibition above about 50%, passing the limit was not always enough; note: strong numbers were not always called active
Target sequence (P63279 whole entry, looked up): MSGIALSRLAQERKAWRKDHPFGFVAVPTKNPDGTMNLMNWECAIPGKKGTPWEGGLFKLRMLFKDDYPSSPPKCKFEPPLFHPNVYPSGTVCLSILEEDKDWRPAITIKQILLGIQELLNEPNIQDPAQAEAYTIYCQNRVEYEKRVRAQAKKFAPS
IMP-1 inh: blocks Pseudomonas aeruginosa IMP-1 metallo-beta-lactamase. purified IMP-1, nitrocefin hydrolysis, epi-absorbance fluorescence. inhibition, % at 5.6 µM. 290,000 tested, 0.45% active. AID 1556;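 active = inhibition above the mean plus 3 SD of all compounds in the same screening run, cut at about 4.5% in these data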;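 note: 0% = IMP-1 with DMSO and 100% = DMSO wells lacking enzyme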
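Material – recombinant IMP-1 enzyme, purified · Amount – IMP-1 0.2 nM before substrate addition · Medium – HEPES buffer pH 7.1 with ZnSO4 and Brij 35 · Timing – 25 °C, 15 min preincubation, 25 min reaction · Measured by – plate fluorescence quenching by hydrolysis product, ex 480/em 530 nm · Read-out – percent enzyme inhibition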
M18AAP inhibitor: PfM18AAP enzyme inhibition | 290,000 tested, 1.2% active | inhibition, % at 7.35 µM | recombinant PfM18AAP, H-Glu-NHMec fluorogenic cleavage;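 active = inhibition above the campaign mean inhibition over all tested compounds plus 3 SD, cut at about 28% in these data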;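 note: 0% = plate median of test compound wells and 100% = 2 mM ZnCl2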
pCIP destab: compounds decreasing mouse p/CIP protein stability; Q05BA5; F442A p/CIP-EGFP cells, EGFP fluorescence, 16 h; decrease of EGFP signal, % at 10 µM; 290,000 tested, 0.01% active; AID 1984;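 active = EGFP signal decrease of at least 30% at 10 µM or well 3 SD below plate mean, unless failing retest; inactive = the rest, including hits failing retest or dose response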; note: some compounds called inactive have numbers as strong as hits; many of its hits are not listed in these tables
IDE cell inh: cellular human IDE inhibition | inhibition, % at 5.59 µM | P14735 | 320,000 tested, 0.41% active | HEK cells, FAbetaB cleavage, fluorescence polarization;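 active = percent inhibition above the average of all tested compounds plus 3 SD, set per screening campaign, cut at about 16% in these data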;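 note: IDE supplied by intact live HEK cells; FP after avidin binding of uncleaved biotin substrate so inhibition keeps polarization high; 0% = DMSO wells and 100% = 60 µM reference IDE inhibitor Ii1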
The depositor's hits bear a star; x = not tested or not shown.

SMILES	VIM-2 inhibitor	FID counter	IDE act	NS3 helicase inh	UBC9 SUMO inh	IMP-1 inh	M18AAP inhibitor	pCIP destab	IDE cell inh
O=C(/C=C/c1ccco1)Nc1nnc(-c2ccco2)s1	-2.8	1.3	2.1	2.2	11.7	-0.8	-8.9	-14.8	0.5
Cc1nc2ccc(NC(=O)CCS(=O)(=O)c3ccccc3)cc2s1	0.1	-9.9	4.0	5.4	7.1	-2.6	-6.0	-55.4	1.1
CC(=O)Nc1ccc(-c2cn3cc(C)ccc3n2)cc1	0.9	-5.2	1.4	0.2	9.6	-4.6	-0.6	7.5	-1.0
COc1ccc(S(=O)(=O)N2CCC(C(=O)NCc3ccncc3)CC2)cc1C	-2.3	-13.1	0.2	8.2	19.6	-1.8	-9.8	-14.8	1.3
Cc1cccc(C)c1NC(=O)NC1(C(=O)NCc2ccncc2)CCCCC1	-3.8	-4.3	-1.5	3.9	6.4	-3.3	-0.3	-3.6	-1.4
CCOc1cc(C2C(C(C)=O)=C(C)Nc3ncnn32)ccc1O (stereo unspecified)	0.3	-1.1	3.5	3.0	11.7	-1.1	-8.3	4.7	-5.1
O=C(Cn1c(=O)n(CC(=O)NCc2ccccc2)c2ccccc21)NCc1ccccc1	-1.4	-7.1	4.2	-0.2	8.2	0.2	-4.9	5.2	2.8
NNC(=O)Nc1cccc(C(F)(F)F)c1	-2.9	-3.3	6.0	-7.3	-25.8	-1.6	1.7	-5.4	6.3
Cc1cccc2[nH]c3c(N4CCN(C(=O)c5ccco5)CC4)ncnc3c12	-0.1	-14.3	-20.0	2.2	24.8	-2.1	3.5	2.5	30.3*
O=C(N/N=C/c1ccncc1)c1ccc(NC(=O)c2cccc(Cl)c2)cc1	-2.3	-8.9	-10.2	0.0	38.4	-1.4	-12.4	4.2	7.9
COCCn1c(CN2CCN(c3ccccc3)CC2)nc2c1c(=O)n(C)c(=O)n2C	-1.4	-9.2	0.4	-1.2	x	-0.2	-4.7	x	7.3
CN1CCN(NC(=O)c2ccc(Cl)c(S(=O)(=O)Nc3ccc(Cl)cc3)c2)CC1	1.3	16.0	7.3	-30.0	1.0	-0.9	2.5	15.2	-6.5
COc1cccc(CNc2ncnc3cc(OC)c(OC)cc23)c1	-0.5	4.3	-3.0	-1.3	11.9	-1.0	-3.1	-1.8	2.8
CC1(C)COC(/C=C/c2ccc([N+](=O)[O-])cc2)=N1	-1.8	5.3	3.8	15.7	-3.0	-0.8	2.7	2.1	5.9
O=C(NN1CCOCC1)c1cc(-c2ccccc2)nc2ccccc12	-3.5	-4.1	1.0	0.7	12.3	-1.4	-0.7	-9.7	6.9
CN(C)c1ccc(/C=N/NC(=O)c2ccco2)cc1	-5.0	1.9	4.9	11.9	-0.5	-3.6	-6.0	-6.7	5.3
COc1ccc(S(=O)(=O)Nc2ccc3c(c2)OCCO3)cc1OC	-1.1	-3.0	5.3	7.4	1.5	-3.4	4.1	-12.8	-1.4
COCCCNCC(O)COc1ccccc1F (stereo unspecified)	-2.6	-0.7	5.8	-7.2	12.6	-3.6	2.5	13.2	5.2
COCn1c(-c2ccc(OC)cc2)nc2ccccc21	-1.9	-5.7	4.5	-3.9	-14.5	-4.5	2.8	5.4	-0.2
CN(C#N)c1nc(Cl)nc(Nc2cccc(Cl)c2)n1	9.4*	-12.0	2.9	-13.6	6.6	-5.3	-2.3	-8.6	1.9
COc1ccc(CNC(=O)Nc2cccs2)cc1OC	-1.8	-2.0	4.1	-2.1	-15.5	-1.2	-6.9	1.8	6.2
N/C(=N\OC(=O)CCC1CCCCC1)c1cccc([N+](=O)[O-])c1	-3.2	-0.1	1.7	1.1	-22.5	-4.1	2.2	-4.8	3.3
COc1ccc(-n2cnc(N)c2C(=O)c2cccc([N+](=O)[O-])c2)cc1	-1.9	0.0	3.1	-2.4	13.7	-3.2	6.3	-17.9	-1.1
COc1ccc(C(=O)Nc2ccc(C3=NNC(=O)CC3C)cc2NC(=O)c2ccc(OC)cc2)cc1 (stereo unspecified)	-2.0	-14.8	8.9	-12.1	7.1	-3.5	-8.0	5.6	1.7
O=C(Nc1cccc2c1CCCC2)c1ccccc1Br	-1.8	-13.2	4.5	5.7	11.9	-2.9	6.2	-4.6	5.3
Cc1c(Br)c([N+](=O)[O-])nn1CC(=O)NC1CCCCCC1	-2.7	0.8	3.0	0.1	-0.9	-5.8	0.1	-8.4	3.6
CCCOCC(O)CC(CC)C(=O)NNC(=S)Nc1ccccc1 (stereo unspecified)	-0.9	-4.0	0.4	-8.2	-28.9	-1.4	0.5	15.8	1.2
COc1ccc(/C(N)=N/OC(=O)C2CCC(=O)N2S(=O)(=O)c2ccc(C)cc2)cc1 (stereo unspecified)	-0.3	-14.6	4.4	9.9	-10.1	-3.8	-0.5	-12.2	2.7
CCOC(=O)c1cc(CC)sc1NC(=O)C(c1ccccc1)c1ccccc1	-0.8	-4.2	3.8	4.1	-43.5	-1.9	1.6	10.7	3.0
NC(=O)COC(=O)c1ccc(Oc2ccccc2)cc1	-2.6	-5.3	-4.8	-1.4	13.9	-2.1	-1.8	-5.9	5.4
CCOC(=O)/C(N=Nc1ccc(F)cc1)=C(/O)c1ccc([N+](=O)[O-])cc1	-4.7	-1.7	7.5	-6.8	2.5	-3.3	-0.4	-2.5	1.6
COc1ccc(C2CC(c3ccc(Br)cc3)=NN2C(=O)c2cccnc2)cc1 (stereo unspecified)	-0.7	-10.2	-4.2	-0.5	-27.6	0.2	-11.1	-2.3	6.2
C=CCOc1ccc(S(C)(=O)=O)cc1	0.4	0.6	-0.7	-1.0	17.7	-1.8	-1.6	9.4	1.8
CCN=C1S/C(=C\c2cc(OCC)c(O)cc2Br)C(=O)N1CC	7.8*	6.7	-17.0	2.0	13.3	-0.7	16.3	-14.5	16.9*
COc1ccc(OCc2cc(C(=O)NCCN3CCCc4ccccc43)no2)c(Cl)c1	-0.8	-6.6	-1.2	-35.1	5.3	-2.8	18.8	-1.6	0.3
CN(C)/N=C/C=C1\CCC/C(=C/c2cccs2)C1=O	-3.7	-9.1	-0.9	-7.0	13.7	-0.2	18.3	-4.7	6.3
N/C(=N\OC(=O)/C=C/c1ccc(Br)cc1)c1ccccn1	-3.4	-10.8	-4.8	-0.8	-0.8	-3.5	-1.3	-1.9	6.1
Cc1cccc(N2C(=O)C3C4CC(C(Br)C4Br)C3C2=O)n1 (stereo unspecified)	1.1	-0.7	1.0	-2.9	2.6	-1.6	-11.5	0.3	1.0
CC1CC(C)(C)NCc2ccccc21 (stereo unspecified)	-1.9	1.4	6.2	-12.9	1.4	3.3	-2.0	2.6	5.7
CCOC(=O)CNC(=O)CCc1nnc2ccc(N3CCC(C)CC3)nn12	0.5	-28.2	-1.0	2.8	12.9	-1.2	-1.1	-15.7	-1.7
COc1ccc(C(=O)NCc2nnc(SCC(=O)N3CCOCC3)o2)cc1OC	-3.2	-2.1	3.3	-21.6	0.9	-1.5	0.0	0.4	-5.0
CCOC(=O)C1CCN(C(=O)CCCn2nc(C)c3c(C)n(-c4ccc(C)cc4)nc3c2=O)CC1	-0.4	-63.8	1.4	3.0	21.1	-1.2	-2.2	-9.6	-0.1
CCN(CC)CCNC(=O)c1cc2cc(Br)ccc2s1	-6.7	11.4	2.6	-5.2	7.1	-3.9	4.3	0.3	8.0
CCOC(=O)C1CCN(c2cc(=O)n(-c3ccc(OC)cc3)c(=O)[nH]2)CC1	-4.5	-6.4	0.9	9.2	14.5	-4.5	0.0	-4.5	3.1
CN(C)S(=O)(=O)c1cccc(C(=O)N(Cc2ccc(F)cc2)Cc2ccco2)c1	-2.5	-26.1	-0.1	-5.8	2.7	3.4	-7.5	-25.9	2.8

In a second layout: results already given
Every second line gives: VIM-2 inhibitor | FID counter | IDE act | NS3 helicase inh | UBC9 SUMO inh | IMP-1 inh | M18AAP inhibitor | pCIP destab | IDE cell inh
COc1ccc(C(=O)NCc2nnc(SCC(=O)N3CCOCC3)o2)cc1OC
  -3.2 | -2.1 | 3.3 | -21.6 | 0.9 | -1.5 | 0.0 | 0.4 | -5.0
CCOC(=O)C1CCN(C(=O)CCCn2nc(C)c3c(C)n(-c4ccc(C)cc4)nc3c2=O)CC1
  -0.4 | -63.8 | 1.4 | 3.0 | 21.1 | -1.2 | -2.2 | -9.6 | -0.1

Going on with the list:
SMILES	VIM-2 inhibitor	FID counter	IDE act	NS3 helicase inh	UBC9 SUMO inh	IMP-1 inh	M18AAP inhibitor	pCIP destab	IDE cell inh
CCCc1cc(=O)oc2cc(OC(C)C(=O)NC3CC(C)(C)NC(C)(C)C3)ccc12 (stereo unspecified)	-0.8	18.2	0.7	-0.5	7.8	-1.5	-2.5	2.5	0.7
CC(C)CC(NC(=O)C1CCC(C)CC1)C(=O)NCCN1CCOCC1 (stereo unspecified)	-7.0	-4.8	0.8	-0.2	2.1	-3.9	2.3	3.3	1.2
CCCn1c(C)cc(C(=O)COC(=O)c2ccc[nH]c2=O)c1C	-1.8	0.2	-0.4	-3.0	29.0	-4.5	-9.6	-11.5	-0.1
Cc1cc(NC(=O)c2ccc3c(c2)C(=O)N(CCC(C)C)C3=O)no1	-3.1	-0.7	5.2	-3.6	30.2	-3.4	-4.8	-16.3	3.6
O=C(NNC(=O)C1C2CCCCC21)c1coc(=O)c(Br)c1 (stereo unspecified)	-2.8	-15.3	-0.6	24.1	-24.4	-2.7	7.9	-5.5	-4.0
CS(=O)(=O)c1nc(-c2ccccc2)cc(-c2ccccc2)c1C#N	2.0	-1.8	-12.5	-0.6	8.6	-1.9	-3.1	-3.8	7.9
CC(NCC(O)COCc1cccs1)C1CC2CCC1C2 (stereo unspecified)	-0.1	3.1	1.9	-2.9	-2.0	-2.3	13.8	3.7	1.7
O=C(Nc1ccc(Cl)cc1)C1C2C=CC3(O2)C1C(=O)N(CCN1CCCCC1)C3C(=O)NC1CCCCC1 (stereo unspecified)	-2.1	0.6	5.8	-7.7	-15.3	-1.7	3.4	-2.6	0.3
CC(C)c1onc(C(=O)NC(C)c2ccccc2)c1[N+](=O)[O-] (stereo unspecified)	0.9	-0.5	1.4	12.1	20.6	0.3	4.5	14.8	-0.8
O=C(CSc1nc(-c2ccco2)cc(C(F)(F)F)n1)Nc1ccc(C(=O)N2CCCCC2)cc1	-4.2	-8.2	3.1	22.8	-10.5	-2.5	-7.0	-15.5	3.3
O=C(CCNC(=O)Cn1ccc2ccccc2c1=O)NCCc1ccc(Cl)cc1	-2.1	-22.9	-0.3	4.0	-4.7	-4.6	2.8	5.2	-2.8
CN(C)C(CNC(=O)CNC(=O)Cc1cccc2ccccc12)c1ccccc1 (stereo unspecified)	0.1	-0.1	4.0	20.1	-8.4	-1.3	4.1	0.8	5.5
O=C(c1ccccc1)N1CCN(C(=O)c2ccc(OC(F)(F)F)cc2)CC1	-7.6	-25.8	2.7	1.1	-6.3	-4.7	2.4	6.4	-2.4
